GLS inh: glutaminase GLS (human) inhibition | O94925 | GLS enzymatic activity, qHTS titration | Potency, µM (top dose mostly 45.5 µM), without a hit: top-dose activity change, negative = inhibition, actives largely listed as inhibitors | actives 0.21% (n = 410,000); note: potency is the fitted concentration of half-maximal effect; % is set by controls: 0 for no effect and ±100 for the full control effect
Target sequence (O94925 whole entry, looked up): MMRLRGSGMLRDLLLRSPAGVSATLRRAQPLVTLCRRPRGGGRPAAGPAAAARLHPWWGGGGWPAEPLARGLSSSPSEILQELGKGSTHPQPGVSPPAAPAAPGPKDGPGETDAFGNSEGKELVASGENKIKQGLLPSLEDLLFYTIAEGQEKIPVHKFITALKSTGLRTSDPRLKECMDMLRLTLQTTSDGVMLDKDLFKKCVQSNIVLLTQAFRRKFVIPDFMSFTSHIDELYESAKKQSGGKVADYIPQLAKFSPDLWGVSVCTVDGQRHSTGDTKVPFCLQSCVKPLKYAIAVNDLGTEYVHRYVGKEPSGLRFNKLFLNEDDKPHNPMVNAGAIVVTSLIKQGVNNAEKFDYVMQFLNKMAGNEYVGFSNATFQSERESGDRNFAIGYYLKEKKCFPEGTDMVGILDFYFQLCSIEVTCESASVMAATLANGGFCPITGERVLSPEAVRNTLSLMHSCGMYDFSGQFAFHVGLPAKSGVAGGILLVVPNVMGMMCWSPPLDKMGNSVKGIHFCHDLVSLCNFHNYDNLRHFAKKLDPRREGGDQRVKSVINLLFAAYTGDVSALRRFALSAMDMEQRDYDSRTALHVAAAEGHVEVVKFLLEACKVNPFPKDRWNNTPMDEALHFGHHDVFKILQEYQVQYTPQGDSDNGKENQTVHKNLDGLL
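Coupled fluorescence readout: glutamate oxidase/HRP/Amplex Red detect glutamate formed by hKGA from L-glutamine (1 mM solution added). Buffer 45 mM KH2PO4 pH 8.2, 0.02% Tween-20; reads at t0 and 30 min RT.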
Pin1 inh: inhibitors of human Pin1. Q13526. Pin1 FP peptide displacement, HiFluor488, 10 min. Potency, µM (doses to about 115 µM), inactives show top-dose activity, negative = inhibition, actives largely listed as inhibitors. actives 0.009% (n = 390,000). AID 504891; active = well fitted inhibition curve with a large enough effect in the polarisation, with a control signal flat, not every such curve was filed as active; inconclusive = small, poorly fitted or top-dose-only effect, or effect the other way, or a change in a side signal; inactive = no such curve, though single readings can be large or run the other way; the % refers to the polarisation; note: potency is the fitted concentration of half-maximal effect; % is set by controls: 0 for no effect and ±100 for the full control effect
Target sequence (Q13526 whole entry, looked up): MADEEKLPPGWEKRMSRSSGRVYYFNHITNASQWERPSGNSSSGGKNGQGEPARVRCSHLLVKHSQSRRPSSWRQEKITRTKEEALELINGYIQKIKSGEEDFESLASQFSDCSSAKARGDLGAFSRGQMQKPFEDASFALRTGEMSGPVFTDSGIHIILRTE
ERG-DNA inh: blocks human ERG Ets domain binding to DNA; Potency, µM (top dose mostly 76.9 µM), inactives show top-dose FP activity, negative = inhibition, actives largely listed as inhibitors; P11308; fluorescence polarization, His-ERG Ets domain / labelled DNA; AID 624246; actives 0.028% (n = 370,000); active = well fitted inhibition curve with a large enough effect in the polarisation, with a control signal flat; inconclusive = small, poorly fitted or top-dose-only effect, or effect the other way, or a change in a side signal; inactive = no such curve, though single readings can be large or run the other way; the % refers to the polarisation;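 note: polarization taken with two DNA probes labelled with fluorescein and Texas red; potency is the fitted concentration of half-maximal effect; % of control where 0% means no effect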
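His-tagged ERG Ets domain (1 uM in the protein solution; 300mM KCl, 50mM Tris-HCl, 1mM EDTA, 1mM DTT, pH 7.5) received compound, then a probe mix of 5 nM fluorescein-DNA and 100nM Texas-615-DNA. Fluorescence polarization was read for both dyes.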
PGK inhibitor: inhibitors of T. brucei phosphoglycerate kinase; P07378; PGK/GAPDH coupled, Kinase-Glo luminescence, 60 min; Potency, µM (series often up to 57.5 µM), without a hit: top-dose activity change, negative = inhibition, hits mostly inhibitors; actives 0.043% (n = 380,000); note: potency is the fitted concentration of half-maximal effect; % is set by controls: 0 for no effect and ±100 for the full control effect; nearly all actives have a fitted effect of over 60% in size
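Luminescent ATP detection (Kinase-Glo Plus) follows a 60-minute room-temperature incubation, with wells lacking PGK as controls. Buffer: 100 mM TEA (pH 7.6), 5 mM MgCl2, 0.01% Tween-20. Coupling enzyme GAPDH (100 nM final) supplies unstable 1,3-BPG in-well.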
HP1b binding inh: HP1-beta chromodomain-methylated histone interaction inhibition; P83916; AlphaScreen HP1-beta / biotin-H3K9me3 peptide binding; Potency, µM (series often up to 114 µM), inactives show top-dose activity change, negative = inhibition, usual class: inhibitors; actives 0.56% (n = 390,000); AID 540317; note: potency is the fitted concentration of half-maximal effect; nearly all actives have a fitted effect of over 70% in size; inactives centre near 23
Target sequence (P83916 whole entry, looked up): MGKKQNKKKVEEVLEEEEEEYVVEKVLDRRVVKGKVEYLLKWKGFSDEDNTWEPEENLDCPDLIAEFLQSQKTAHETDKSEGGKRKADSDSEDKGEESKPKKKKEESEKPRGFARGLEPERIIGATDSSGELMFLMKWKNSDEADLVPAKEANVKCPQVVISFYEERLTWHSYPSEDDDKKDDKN
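AlphaScreen: HP1-beta (50 nM) preformed 30 min with biotin-H3(1-18)K9me3 peptide (50 nM) in PBS pH 7.4, 0.01% Tween-20. Compound added for 30 min at RT, then streptavidin donor/nickel chelate acceptor beads (10 ug/mL) for 30 min.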
G9a inh: G9a (human) methyltransferase inhibition. AID 504332. Potency, µM (titrated, usually from 102 µM), without a hit: at the highest dose activity, negative = inhibition, most hits filed as inhibitors. actives 8.8% (n = 350,000). G9a H3K9 monomethylation, AlphaScreen, 2 h. Q96KQ7; note: potency is the fitted concentration of half-maximal effect; % is set by controls: 0 for no effect and ±100 for the full control effect; nearly all actives have a fitted effect of over 75% in size
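Step 1: enzyme (final 20 nM) with compound, 15 min RT. Step 2: substrate peptide 500 nM and SAM 20 uM, 2 h RT. Step 3: anti-H3K9me1 antibody and AlphaScreen beads, 10 min, then plate read.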
JMJD2A Tudor: JMJD2A Tudor domain (human) inhibition. Potency, µM (titrated, usually from 114 µM), for inactives: at the top dose activity change, negative = inhibition, actives largely listed as inhibitors. AlphaScreen JMJD2A-Tudor / H3K4me3 peptide binding. O75164. actives 4.4% (n = 390,000); note: potency is the fitted concentration of half-maximal effect; % is set by controls: 0 for no effect and ±100 for the full control effect; nearly all actives have a fitted effect of over 50% in size
BAZ2B inh: BAZ2B (human) inhibition. Q9UIF8. AlphaScreen BAZ2B-H3K14Ac peptide displacement. Potency, µM (top dose mostly 114 µM), for inactives: top-dose activity change, negative = inhibition, actives largely listed as inhibitors. actives 4.4% (n = 360,000). AID 504333; note: potency is the fitted concentration of half-maximal effect; % is set by controls: 0 for no effect and ±100 for the full control effect; nearly all actives have a fitted effect of over 60% in size
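Multi-concentration screen (max 110 uM) measuring displacement of acetylated histone H3 peptide from BAZ2B by AlphaScreen, using 50 nM protein, 50 nM peptide and 10 ug/mL streptavidin donor plus Ni-chelate acceptor beads.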
PI4K2A block: inhibitors of human PI4K2A | Q9BTU6 | actives 0.13% (n = 420,000) | activity change, negative = inhibition, % at 76.9 µM | AID 1346378 | purified PI4K2A, ADP-Glo luminescence, 1 h; stronger effect = lower value; in the data active = activity change below about -50%; inconclusive = mostly about -30% to -49%;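 note: -100% = wells without enzyme as full effect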
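ADP-Glo luminescence measured ADP generated by PI4K2A enzyme (4 ug/mL before mixing) with 1.2 mM PI substrate (pre-mix) and 300 microM ATP (pre-mix). Tris pH7.5 buffer with MgCl2, Triton X-100; 1 h reaction at ambient temperature.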
Active calls of the source: *; i = inactive; ? = inconclusive; / = not tested or not shown; [ ] = dose if it differs, or a comment. Unless noted, calls come from the whole dose curve; as a rule, active = well fitted curve in the direction sought with a large enough effect; inconclusive = small, poorly fitted or top-dose-only effect, or another doubt; inactive = no such curve, though single readings can be large; an effect the other way counts as inactive or inconclusive.

SMILES	GLS inh	Pin1 inh	ERG-DNA inh	PGK inhibitor	HP1b binding inh	G9a inh	JMJD2A Tudor	BAZ2B inh	PI4K2A block
NC(=O)C1CCN(C(=O)c2ccc3nc(-c4ccccc4)c(-c4ccccc4)nc3c2)CC1	0%	-4%	7%	i	14%	-13%	-23%	-19%	4
COc1ccc(Cn2c(CCC(=O)Nc3cc(C)cc(C)c3)nc3cccnc32)cc1	18%	4%	-1%	-6%	-2%	4%[59 µM]	-28%	-11%	4
COC(=O)c1[nH]c2ccc(C)cc2c1NC(=O)Nc1ccccc1OC	16%	12%	9%	1%	13%	40µM*	-6%	3%	-3
CN(C(=O)COC(=O)CNC(=O)c1sc2ccccc2c1Cl)c1ccccc1	0%	1%	/	-2%	29%	?	-7%	-4%	2
Cc1ccc2oc(-c3cc(NC(=O)c4cccs4)cc(C)c3O)nc2c1	-8%	6%	1%	i	73%[activator]	45%[59 µM]	-19%	9%	1
COC(=O)c1ccc(NS(=O)(=O)c2ccc3c(c2)oc(=O)n3C)cc1	14%	0%	23%	-8%	43%[activator]	-9%	-13%	7%	2
COc1ccc(OC)c(NC(=O)COC(=O)[C@H](Cc2ccccc2)NC(=O)c2ccco2)c1	1%	-3%	7%	-6%	20%	/	-15%	/	0
CN(C)CCCN(C(=O)c1ccc(S(=O)(=O)N(C)C)cc1)c1nc2cc3c(cc2s1)OCO3	4%	-6%	5%	i	11%	50µM*	-26%	?	-4
Cc1ccc2cc(CCNC(=O)c3ccco3)c(=O)[nH]c2c1C	-6%	2%	-6%	-3%	48%[activator]	79µM*	-11%	9%	-1
CC/C(=C\C1CCCCC1)C(NP(=O)(c1ccccc1)c1ccccc1)c1ccccc1 (stereo unspecified)	1%	-2%	3%	-9%	0%	?	?	-34%	-3
COc1cc(OC)c(C(=O)NC2CC(C)(C)NC(C)(C)C2)cc1OC	5%	0%	0%	-9%	5%	25%[12.7 µM]	2%	6%	0
COc1ccc(-c2c(N)n[nH]c2C)cc1OC	-24%	0%	-1%	-2%	48%[activator]	/	0%	-14%	-16
CC(=O)NC(=S)Nc1ccc([N+](=O)[O-])cc1C	-3%	1%	-7%	-1%	40%[activator]	/	-15%	-9%	4
CCC(=O)NN1CCc2cc3ccc(C)cc3nc21	9%	-4%	2%	-7%	67%[activator]	28%	-19%	2%	7
COc1ccc([N+](=O)[O-])cc1NC(=O)COC(=O)c1ccccn1	-16%	-14%	14%	2%	17%	6%	-2%	?	-4
Cc1cc(CN2CCN(c3cccc(C)c3C)CC2)cs1	13%	-10%	-1%	-8%	77%[activator]	-2%[59 µM]	-15%	0%	-1
CC(C)Cc1nc(SCC(=O)Nc2nnc(CC(C)C)s2)n[nH]1	3%	-3%	2%	0%	41%[activator]	18%	1%	-7%	0
CCN(CC(=O)Nc1ccc2c(c1)OCCO2)C(=O)CCc1ccccc1Cl	-5%	1%	9%	0%	16%	14%[12.7 µM]	-23%	-2%	0
Clc1cnc2nc(SC/C=C/c3ccccc3)[nH]c2c1	-5%	0%	-10%	i	51%[activator]	16%	3%	-17%	-5
Cc1ccc(-n2cc(CN(C)Cc3ncc[nH]3)c(-c3cccc(C)c3)n2)cc1	-15%	-1%	14%	-2%	-3%	?	32µM*	50µM*	0

The last 2 compounds of the part above are carried over, then new ones follow.
SMILES	GLS inh	Pin1 inh	ERG-DNA inh	PGK inhibitor	HP1b binding inh	G9a inh	JMJD2A Tudor	BAZ2B inh	PI4K2A block
Clc1cnc2nc(SC/C=C/c3ccccc3)[nH]c2c1	-5%	0%	-10%	i	51%[activator]	16%	3%	-17%	-5
Cc1ccc(-n2cc(CN(C)Cc3ncc[nH]3)c(-c3cccc(C)c3)n2)cc1	-15%	-1%	14%	-2%	-3%	?	32µM*	50µM*	0
COc1cc(C)ccc1OCCSc1nc2ccc(NC(=O)c3ccco3)cc2s1	1%	19%	-7%	2%	10%	?	-21%	-33%	-4
Nc1c(C(=O)NCc2ccc3c(c2)OCO3)c2nc3ccccc3nc2n1CCCN1CCOCC1	-6%	36%[activator]	/	3%	89%[activator]	-13%[59 µM]	-19%	-30%	?
CCOC(=O)COc1ccc(S(=O)(=O)N2CCc3ccccc3C2)cc1	-2%	-3%	/	-9%	22%	5%[59 µM]	-10%	7%	-2
CCN1C(=O)c2ccccc2S(=O)(=O)c2ccc(C(=O)NCc3ccccc3Cl)cc21	8%	16%	0%	-9%	43%[activator]	5%[59 µM]	-15%	-13%	-4
COC(=O)c1ccnc(/C=N/O)c1	15%	1%	-3%	/	-3%	?	35µM*	50µM*	3
c1ccc(CCN(Cc2ccccc2)Cc2nc(C3CC3)no2)cc1	1%	4%	1%	0%	132%[activator]	2%[12.7 µM]	69%[activator]	99%[activator]	-1
C[C@H](NC(=O)[C@H]1N2C(=O)c3ccccc3C2SC1(C)C)C(=O)N1CCCCC1 (stereo partly specified)	-3%	-3%	-6%	-7%	35%	7%	-22%	-4%	2
COc1ccc(NC(=O)NCCN2CCN(c3cc(OC)ccc3OC)CC2)cc1	-4%	0%	-2%	i	22%	?	-27%	-39%	-2
CSc1ccc(Cl)c(C(=O)N2CCN(CC(=O)N3CCCC3)CC2)c1	0%	-2%	0%	2%	32%	/	-10%	/	4
CCO/C=C1/C(=O)N(Cc2ccccc2)C(=O)c2ccccc21	13%	-6%	-4%	-3%	47%[activator]	14µM*	-24%	-3%	?
CC(C)(C)OC(=O)N(CCc1ccccc1)Cc1cccc(OCc2cccc(NC(=O)/C=C/c3ccccc3)c2)c1	-1%	-1%	12%	9%	30%	/	-14%	/	3
CCCCCCNC(=O)CCc1c(C)nc2nc(-c3cc(OC)cc(OC)c3)nn2c1C	4%	8%	-4%	-4%	26%	0%[59 µM]	-6%	-27%	3
Cc1cc(-c2nc3cccnc3s2)ccc1NS(=O)(=O)c1ccc2c(c1)OCCO2	-1%	1%	6%	4%	23%	-11%[59 µM]	-16%	14%	0
CC(=O)Oc1ccc(S(=O)(=O)c2ccc(OC(C)=O)cc2)cc1	-9%	5%	3%	-1%	45%[activator]	17%[59 µM]	6%	-23%	4
CC(C)C(C(=O)O)N1C(=O)/C(=C/C=C/c2ccco2)SC1=S (stereo unspecified)	?	?	98%[activator]	8.9µM*	?	3.5µM*	3.5µM*	4.5µM*	-30
COc1cc(/C=N/NS(=O)(=O)c2ccccc2)c(OC)c(OC)c1	-5%	-2%	-6%	-8%	-8%	-7%[2.33 µM]	-15%	3%	1
Cc1ccsc1/C=N/n1c(-c2cc(-c3ccccc3)n[nH]2)n[nH]c1=S	-23%	?	16%	-1%	-3%	2.5µM*	?	-12%	-1
COC(=O)c1cc(C(=O)OC)cc(N2C(=O)CC(NNC(=O)c3ccccc3Br)C2=O)c1 (stereo unspecified)	29%	0%	0%	-3%	13%	?	-13%	7%	-2
COc1ccc(C(=O)CSc2nc(C)cc(C)c2C(=O)Nc2ccccc2C)cc1	9%	8%	-1%	-1%	24%	?	-1%	-4%	-2
COc1ccc(/C=N/Nc2ncc(C(F)(F)F)cc2Cl)cc1OC	13%	5%	-3%	-1%	16%	-3%[59 µM]	-10%	-26%	4
C=C(C)[C@@H]1CC=C(CN2CCC(CCOC)(C(=O)OCC)CC2)CC1	-6%	-1%	-3%	-4%	18%	/	-6%	-3%	0
CC(C)(C)Nc1nc2nonc2nc1NC(C)(C)C	0%	-3%	/	-3%[11.5 µM]	21%	-1%[12.7 µM]	-9%	10%	-4
CCC(=O)Nc1ccc(S(=O)(=O)NCc2cccn2Cc2cccc(C)c2)cc1	5%	?	4%	4%	-25%	-6%[59 µM]	?	?	0
CN1/C(=C\C(=O)COC(=O)c2ccco2)C(C)(C)c2ccccc21	1%	2%	23%	-11%	24%	?	-25%	-23%	-5
COc1ccc(N2C(=O)CCC(C(=O)NCCCN3CCC(C)CC3)C2c2ccc(OC)c(OC)c2)cc1 (stereo unspecified)	9%	-2%	-6%	-1%	23%	7%[59 µM]	-2%	18%	5
Cc1nn(-c2ccccc2)c2c1C1(C(=O)Nc3ccccc31)N1C(=N2)Sc2ccccc21 (stereo unspecified)	8%	-5%	2%	-3%	-15%	?	?	?	7
CCOc1cc(/C=C2\SC(=O)N(c3ccc(O)cc3)C2=O)ccc1O	1%	79%[activator]	19%	0%	12%	13%[12.7 µM]	-16%	-11%	0
CCOc1ccc(NC(=O)CCC(=O)c2ccc(-c3ccccc3)cc2)cc1	-4%	16%	15%	i	9%	-6%[59 µM]	-4%	-37%	1
COc1ccc(C2Nc3ccccc3C(=O)N2NS(=O)(=O)c2ccccc2)cc1OC (stereo unspecified)	0%	1%	-10%	1%	54%[activator]	-9%	-7%	16%	-1
N=c1sccn1CC(=O)Nc1ccc(Cl)cc1[N+](=O)[O-]	7%	6%	5%	3%	-6%	-31%	-21%	-17%	6
CCOC(=O)[C@H]1[C@H]2COc3ccccc3[C@@H]2N2C(=O)[C@@H](C)NC(=O)[C@@]12C	-1%	-2%	15%	-4%	18%	/	0%	/	-1
COc1ccc2c(C)cc(N3CCCCCC3)nc2c1	-8%	-12%	-15%	-11%	-19%	?	13µM*	22µM*	2
